MITF TRPM1 inh: MITF TRPM1 promoter inhibition in SK-MEL-5 cells; inhibition, % at 12.5 µM; SK-MEL-5 TRPM1 promoter luciferase, 24 h; 330,000 compounds, 0.83% hits;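 active = mean inhibition across replicates of 60% or more, whatever share of single replicates reaches that level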; note: values of inactives mirror those of a sister screen read the other way
Peg3 prom inh: Peg3 promoter activity inhibition; HeLa PEG-Prom luciferase reporter, luminescence, overnight; inhibition, % at 20 µM; 360,000 compounds, 1.7% hits; AID 588405;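 active = inhibition of at least 50% at 20 µM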
PDI inh: blocks human protein disulfide isomerase activity. 350,000 compounds, 0.052% hits. inhibition, % at 10 µM. PDI insulin aggregation turbidity, A650, 90 min;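 active = mean inhibition across replicates of 30% or more, whatever share of single replicates reach that level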;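 note: absorbance from insulin aggregation driven by PDI reduction with DTT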
Target sequence (P07237 whole entry, looked up): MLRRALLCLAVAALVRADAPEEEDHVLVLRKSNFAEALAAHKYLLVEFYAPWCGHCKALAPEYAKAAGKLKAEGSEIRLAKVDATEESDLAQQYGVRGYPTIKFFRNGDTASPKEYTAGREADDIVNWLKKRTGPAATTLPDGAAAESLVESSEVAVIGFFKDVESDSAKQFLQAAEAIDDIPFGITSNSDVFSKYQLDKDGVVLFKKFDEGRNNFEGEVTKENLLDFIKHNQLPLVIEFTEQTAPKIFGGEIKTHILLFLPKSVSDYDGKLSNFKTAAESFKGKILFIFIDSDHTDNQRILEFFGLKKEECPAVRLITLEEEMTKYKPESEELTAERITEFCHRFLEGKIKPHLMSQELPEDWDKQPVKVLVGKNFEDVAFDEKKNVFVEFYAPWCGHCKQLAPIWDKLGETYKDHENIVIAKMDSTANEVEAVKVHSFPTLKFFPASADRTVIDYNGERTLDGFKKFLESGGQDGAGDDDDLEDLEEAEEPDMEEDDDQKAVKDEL
CaV13 ICDI inh: Primary screen for inhibitors of IQ motif and Ca2+-dependent inactivation inhibitor domain binding in CACNA1D, Förster resonance energy transfer in living cells, …. 340,000 compounds, 0.098% hits. AID 743397. inhibition, % at 12.3 µM. HEK cells, CFP/YFP FRET ICDI-IQ, plate reader, 10 min; percent FRET-ratio fall versus neutral wells;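 active = mean replicate inhibition of at least 30% and at least 1% of replicates passing that level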;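 note: 0% = median of the neutral control wells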
HIF-2a block: blocks HIF-2a reporter activity | 786-0 RCC cells HIF-2a reporter, luciferase luminescence, overnight | inhibition, % at 18.8 µM | 360,000 compounds, 0.72% hits | AID 624352;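 active = inhibition of the luminescence signal of 40% or more relative to plate controls, in a single-dose primary screen at 18.75 µM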
NR2E3 ag-1: agonists of human NR2E3 nuclear receptor; CHO-S Gal4-NCOR/VP16-NR2E3 two-hybrid, luciferase; Q9Y5X4; inhibition of corepressor binding, % at 3.98 µM; 360,000 compounds, 0.35% hits; AID 602229;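 active = inhibition above the mean of all tested compounds plus 3 SD, cut at about 70% in these data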;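 note: 0% = DMSO with NR2E3 transfected cells and 100% = cells lacking NR2E3 construct; higher means lower luciferase signal from less NR2E3 corepressor binding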
Target sequence (Q9Y5X4 whole entry, looked up, the tested form may be a part): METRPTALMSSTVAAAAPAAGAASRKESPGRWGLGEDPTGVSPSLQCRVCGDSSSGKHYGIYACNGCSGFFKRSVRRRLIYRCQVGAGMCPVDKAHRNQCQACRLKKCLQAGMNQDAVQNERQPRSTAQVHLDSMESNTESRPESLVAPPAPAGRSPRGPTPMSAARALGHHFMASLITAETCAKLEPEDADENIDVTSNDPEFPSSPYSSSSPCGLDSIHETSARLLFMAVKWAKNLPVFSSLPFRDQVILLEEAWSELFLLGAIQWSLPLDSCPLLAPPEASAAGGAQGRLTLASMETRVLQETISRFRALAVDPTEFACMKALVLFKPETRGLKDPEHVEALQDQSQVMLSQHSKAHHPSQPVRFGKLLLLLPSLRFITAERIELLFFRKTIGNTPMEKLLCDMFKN
Granule exo inh: lytic granule exocytosis inhibition; TALL-104 LAMP-1 surface exposure, flow cytometry; cells stimulated with thapsigargin and PMA; inhibition, % at 10 µM; 360,000 compounds, 0.66% hits; AID 651702;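 active = inhibition above about 55%, limit read from the data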
hiPSC survival: enhancers of human iPSC single-cell survival; hiPSC single-cell survival, ATPlite luminescence; 100% = ROCK inhibitor wells, 0% = DMSO; survival enhancement, % at 20 µM; 360,000 compounds, 0.044% hits; AID 602274; in the data active = survival enhancement above about 18%;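 note: cells exposed to compounds for 16 hours before the ATP read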
Vif inh: HIV Vif inhibition. HEK293T cells, Vif self-association by quenched fluorescence, imaging, 24 h. inhibition, % at 7.49 µM. 340,000 compounds, 0.35% hits. AID 602346; in the data active = inhibition above about 50%, passing the limit was not always enough; note: some results filed as inactive read as strong as hits
aDG glyco up: increases alpha dystroglycan glycosylation. Pro5-aDG cells, alpha-DG glycosylation AlphaScreen (IIH6); 0% Pro5, 100% B10-LARGE cell signal. activation, % at 10 µM. 360,000 compounds, 0.22% hits. AID 624168;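 active = activation of at least 8% versus controls, or a plate z-score of at least 8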;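 note: Pro5 are CHO cells carrying HIG-tagged alpha-DG that lacks glycosylation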
NR2E3 ag-2: agonists of human nuclear receptor NR2E3 | Q9Y5X4 | GST-NR2E3/biotin-RetCOR TR-FRET, 1536-well | inhibition of corepressor binding, % at 4.78 µM | 320,000 compounds, 0.12% hits | AID 2300;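 active = percent inhibition above the cutoff of mean plus 3 SD of all tested compounds, set per screening campaign, cut at about 20% in these data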;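 note: 0% = DMSO wells and 100% = biotin wells as full block of FRET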
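System: GST-NR2E3 and biotin-RetCOR proteins; probe or stimulus: 7 nM biotin-RetCOR; doses: compound at 4.8 µM, single dose; schedule: Compound–protein incubation for 5 h at 4 °C; detection: time-resolved FRET; read-out: percent inhibition; controls: biotin wells as high control, 0.6% DMSO wells as low control; format: 1536-well plates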
* marks the source's active call; other numbers are inactive results; . = no result given; & = joins results of further samples.

mol | MITF TRPM1 inh | Peg3 prom inh | PDI inh | CaV13 ICDI inh | HIF-2a block | NR2E3 ag-1 | Granule exo inh | hiPSC survival | Vif inh | aDG glyco up | NR2E3 ag-2
COc1cc(N2CCCC2)c(OC)cc1/C=C(/C#N)c1ccc(F)cc1 | 3 | 7 | -4 | . | 3 | -29 | -4 | 0.3 | 63* | -0.9 | 0
CN(C)c1ccc(/C=C/c2nc3ccccc3s2)cc1 | 77* | 102* | -4 | -7 | 62* | 18 | 0 | -5.8 | 4 | 0.4 | 1
COCCn1c(=O)[nH]c2cc(C(=O)NCc3ccccc3)ccc2c1=O | 4 | 20 | -1 | -4 | 14 | -22 | 0 | -1.8 | -4 | 0.0 | 2
CCN1C(=O)[C@H]2[C@@H](c3ccc(-c4ccccc4)c(OC)c3)N[C@@](CC(C)C)(C(=O)OC)[C@H]2C1=O | 4 | 23 | -2 | -6 | 17 | -32 | 32 | -2.6 | -11 | 0.3 | .
N/C(=N\OC(=O)CCCc1ccccc1)c1cccc([N+](=O)[O-])c1 | -8 | -4 | 9 | -2 | -11 | -25 | -5 | -0.4 | 3 | 0.0 | 2
O/N=C1\CCCc2oc3c(c21)CCCC3 | 7 | 4 | 2 | -4 | -5 | -10 | 0 | 2.1 | -6 | 1.3 | -1
CCOC(=O)N1CCN(Cc2c(O)ccc3ccccc23)CC1 | 2 | -2 | 2 | -5 | 21 | -25 | 6 | -0.6 | -5 | -0.1 | -1
C/C(=N\NC(=O)CSCc1cccc(Br)c1)c1ccc([N+](=O)[O-])cc1 | -13 | 10 | 4 | -8 | 0 | -11 | -2 | 0.6 | -6 | -0.1 | -4
CCN(CC)C(=O)CSc1nc(C)cc(-c2cccs2)c1C#N | -13 | 12 | -3 | -9 | -41 | -20 | 5 | -0.9 | . | -0.2 | 3
Fc1ccc(Nc2ncnc3sccc23)cc1 | -16 | -54 | -3 | -4 | -62 | -2 | -12 | -0.4 | -6 | 0.0 | 0
COc1ccc(CNC(=O)C(C#N)c2nc3ccccc3nc2N2CCN(C)CC2)cc1 (configuration not stated) | -2 | -6 | 2 | . | 10 | -2 | 30 | 0.3 | 8 | -0.1 | -2
CCC(C)[C@H]1CNC(=S)N1CCC12CC3CC(CC(C3)C1)C2 (some centres not stated) | 0 | 30 | -9 | -3 | 16 | -16 | -2 | -2.1 | -6 | 3.2 | 1
Cc1cc(NC(=O)CSCc2ccc([N+](=O)[O-])cc2)no1 | 2 | 14 | 4 | -1 | 11 | -16 | 3 | 1.5 | 5 | 0.0 | -2
Cc1cc(C)cc(Oc2ccc(C(F)(F)F)cc2C#N)c1 | 7 | -6 | 9 | . | 22 | -12 | 0 | 1.5 | -10 | -0.2 | 1
CN(C)c1ccc(C(CC(=O)O)C(=O)O)cc1 (configuration not stated) | -15 | -35 | 0 | -6 | -4 | -19 | 4 | -0.1 | 1 | 0.3 | -2
CCc1cccc(C)c1NC(=O)C(c1ccccc1)N1CCC1=O (configuration not stated) | 0 | -6 | 3 | -4 | 8 | -13 | -2 | -1.8 | 17 | -0.3 | 5
CCC(=O)Nc1nc2ccccc2n1CCN1CCOCC1 | 2 | 9 | 7 | . | 9 | 3 | 2 | -0.9 | -1 | -0.3 | 0
Cc1nc(N2CCCCC2C)c2c(C)c(C(=O)Nc3ccccc3C(F)(F)F)sc2n1 (configuration not stated) | -12 | 11 | -3 | -2 | 17 | -7 | 6 | 4.9 | -12 | 0.7 | -1
CC(=O)c1ncnn1CC(=O)c1ccc(Cl)cc1Cl | -1 | 3 | -2 | -9 | 17 | 7 | -3 | 7.1 | . | -0.2 | 7
O=C1NC2(Nc3ccccc31)C(=O)Nc1ccccc12 (configuration not stated) | -8 | -39 | -6 | -5 | -48 | -36 | 3 | 8.9 | -5 | 0.9 | 6
COCCC(=O)N1CCC(Oc2ccc(C(=O)N3CCC[C@H]3CO)cc2)CC1 | 8 | 10 | -9 | -3 | 6 | 31 | -3 | -0.5 | 6 | -0.3 | .
CN(C)CCN(Cc1cc2cc3c(cc2nc1Cl)OCO3)C(=O)c1ccco1 | 5 | 14 | 10 | -2 | 8 | -23 | 0 | -0.5 | -2 | -0.1 | 5
CN(C)CCN(C(=O)c1ccco1)c1nc2cc3c(cc2s1)OCCO3 | -25 | -150 | 12 | -5 | -156 | -41 | -2 | -0.5 | 4 | -0.1 | 5
O=C(COc1ccccc1)N1CCNC1=O | -8 | -8 | 1 | -5 | 2 | 2 | 0 | -1.9 | -22 | 0.1 | 0

In the list so far, 2 have a CF3 group.
mol | MITF TRPM1 inh | Peg3 prom inh | PDI inh | CaV13 ICDI inh | HIF-2a block | NR2E3 ag-1 | Granule exo inh | hiPSC survival | Vif inh | aDG glyco up | NR2E3 ag-2
Cc1cc(C)cc(Oc2ccc(C(F)(F)F)cc2C#N)c1 | 7 | -6 | 9 | . | 22 | -12 | 0 | 1.5 | -10 | -0.2 | 1
Cc1nc(N2CCCCC2C)c2c(C)c(C(=O)Nc3ccccc3C(F)(F)F)sc2n1 (configuration not stated) | -12 | 11 | -3 | -2 | 17 | -7 | 6 | 4.9 | -12 | 0.7 | -1

The results go on.
mol | MITF TRPM1 inh | Peg3 prom inh | PDI inh | CaV13 ICDI inh | HIF-2a block | NR2E3 ag-1 | Granule exo inh | hiPSC survival | Vif inh | aDG glyco up | NR2E3 ag-2
O=C(c1ccco1)N1CCN(Cc2csc(-c3ccccc3Cl)n2)CC1 | -30 | -131 | 7 | . | -152 | -49 | -4 | -0.6 | -4 | -0.3 | 2
Cc1ccc(NC(=O)C(C)Sc2nnc(C3CC3)n2C2CC2)cc1S(=O)(=O)N1CCOCC1 (configuration not stated) | 10 | -1 | -6 | -2 | -4 | 13 | 1 | -0.4 | 1 | 0.1 | 4
CN(C)CCN(Cc1ccco1)C(=O)c1cc2c(Cl)nc3ccccc3c2s1 | -8 | 40 | 19 | -7 | 20 | 0 | 6 | -3.8 | 0 | 1.6 | -2
CC(C)COc1ccc(C(=O)Nc2ccccc2[N+](=O)[O-])cc1 | -53 | -281 | 14 | -3 | -222 | -89 | -1 | 0.2 | -3 | -0.2 | -3
CCC(=O)N1CCc2cc(Br)cc(S(=O)(=O)CCC(=O)NCCOC)c21 | 8 | 2 | 1 | . | 13 | -3 | -5 | -2.1 | 5 | 0.0 | -1
CC1=C(C(=O)OCc2ccccc2)C(c2cccs2)NC(=O)N1CCCC(=O)O (configuration not stated) | -9 | 0 | -6 | -5 | 7 | 12 | 6 | 5.1 | -5 | 0.1 | 0
C=C(C)CC(c1ccccc1)N(C(C)=O)c1ccco1 (configuration not stated) | 18 | 9 | -9 | -4 | 13 | 8 | 0 | -1.8 | 2 | 0.2 | 5
COc1cccc(C(=O)N(CN2CCCC2=O)c2ccccc2OC)c1 | 3 | 9 | 3 | -4 | 15 | 24 | -1 | 3.6 | 3 | 0.0 | 4
COc1ccc(C2CC(c3cccs3)=NN2C(=O)CSC2=NCCS2)cc1 (configuration not stated) | -11 | -51 | 8 | -2 | -60 | -59 | -2 | -0.3 | . | -0.1 | 0
CCCC(CCC)C(=O)Nc1ccncc1 | 4 | 9 | 2 | -4 | 3 | -3 | -5 | 6.0 | -2 | -0.2 | 1
CC(C)C(=O)Nc1ccc(S(=O)(=O)N2CCC(c3nc4ccccc4[nH]3)CC2)cc1 | -6 | 4 | -5 | -7 | 16 | -20 | -7 | -0.1 | 13 | 0.0 | -1
Cc1ccc(C)c(S(=O)(=O)N2CC(=O)N(CCc3ccccc3)C(=O)C2)c1 | -7 | 10 | 1 | -3 | 18 | -24 | -1 | 0.6 | 3 | 0.2 | 1
CC(=O)NCCSC(=O)c1ccc(F)cc1 | -9 | -46 | -20 | -4 | -45 | -33 | 0 | -1.7 | -1 | 0.0 | 3
O=C(CCN1C(=O)c2ccccc2C1=O)Nc1cccc(S(=O)(=O)NC2=NCCC2)c1 | 4 | 0 | 0 | -3 | 12 | -17 | 0 | -0.6 | 1 | 0.0 | -1
CCc1ccc(C(C(=O)NCc2ccc(OC)cc2)N(CCOC)C(=O)Cc2cccs2)cc1 (configuration not stated) | 3 | 24 | 6 | -7 | -8 | 9 | 8 | -0.9 | -4 | 0.0 | 2
Cc1ccccc1-c1cccc([C@@H]2C[C@H]3[C@H](CON3C)CN2Cc2ccccc2)c1 | -6 | 21 | 3 | -4 | 12 | -2 | -2 | 0.2 | . | -0.1 | .
Cn1cc(Cl)c(C(=O)OCC(=O)Nc2nc(-c3ccc(Br)cc3)cs2)n1 | -76 | -245 | -3 | -5 | -278 | -31 | 0 | -2.5 | 4 | 0.3 | -3
COc1ccccc1C(=O)NC(=O)COC(=O)Cc1ccccc1[N+](=O)[O-] | 12 | 7 | -2 | -6 | 3 | -19 | -11 | 0.1 | -7 | -0.2 | 2
CC(=O)c1sc(NC(=O)c2ccc(COc3ccccc3Cl)o2)nc1C | 8 | -6 | 0 | -9 | -8 | -24 | 0 | -0.5 | -7 | -0.1 | 5
Cc1cc(C)c(C)c(S(=O)(=O)N2CCN(C(=O)CNC(=O)c3ccco3)CC2)c1C | 5 | 6 | 12 | -5 | 6 | -1 | 5 | -1.9 | -2 | -0.1 | 2
COc1ccc(OCC(=O)O/N=C(\N)Cc2ccc(Cl)cc2Cl)cc1 | 7 | 4 | 3 | . | 11 | -4 | 17 | 4.4 | . | -0.3 | -1
CC(C)(C)C(=O)N1CCn2c1nc1ccccc12 | 0 | -14 | 8 | -13 | -15 | -29 | -1 | 0.1 | -4 | -0.2 | -2
c1ccc2c(c1)OCC(c1csc3ncnc(N4CCCC4)c13)O2 (configuration not stated) | 8 | 13 | 3 | -2 | 18 | 13 | -1 | 4.9 | -14 | 2.2 | 5
CCOc1ccc(CC(=O)NNC(=O)/C=C/C(=O)O)cc1 | 0 | -8 | 5 | 1 | 15 | 6 | 10 | 1.2 | -1 | 0.4 | -2
COc1cc(/C=C/C(=O)OCC(=O)NC2CCS(=O)(=O)C2)ccc1O (configuration not stated) | -13 | -4 | -2 | -18 | 20 | -20 | -5 | 4.0 | -3 | 0.0 | -1
COc1ccc(Cl)cc1NC(=O)CN(C)C(=O)c1cccc2cccnc12 | 15 | 12 | 1 | -5 | 18 | 27 | 11 | 0.5 | 4 | 0.0 | .
Nc1ccc2c(c1Br)Cc1ccccc1-2 | -1 | -184 | 3 | -16 | -185 | -49 | -1 | 3.8 | 9 | -0.2 | .
O=c1[nH]c(=O)n(C2CCCO2)cc1F (configuration not stated) | -4 | 3 | -2 | -5 | 5 | -22 | -5 | 0.0 | 18&-1 | -0.2 | 3
O=C(Nc1ccccc1)C1Cc2c(-c3cccc(F)c3)ccnc2O1 (configuration not stated) | . | 18 | -4 | -5 | 4 | -22 | -3 | -1.3 | -8 | 0.1 | .
C=CC(=O)N1C/C(=C/c2ccccc2)C(=O)/C(=C\c2ccccc2)C1 | 97* | 106* | 21 | -5 | 91* | 36 | 71* | 8.8 | 11 | -0.2 | .
